# TCR activator: Activators of T cell receptors: qHTS campaign; primary human leukocytes, anti-CD3, IL-2 HTRF, 48 h; Potency, µM (titrated, usually from 9.22 µM), inactives show at the top dose activation of IL-2 secretion, actives largely listed as activators; 330,000 tested, under 10 active; AID 504894, 2011; also: % of control where 0% means no effect
#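 Compounds are tested in HTS on primary human leukocytes co-incubated with a-CD3 beads for 48 hr. IL-2 output is measured by time-resolved FRET.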
# TSHR antagonist: Antagonists of the Thyroid Stimulating Hormone Receptor: HTS campaign | AID 504810, 2011 | 330,000 compounds, 0.2% hits | activity change, negative = inhibition, % at 11.5 µM | TSHR-expressing cells, TSH-stimulated cAMP HTRF, 2 h; hits give low values | Thyrotropin receptor (Homo sapiens), P16473;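 active = activity change below a set negative limit, meaning inhibition stronger than a set level, cut at about -70% in these data; inconclusive = activity change between two set negative limits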; also: % is scaled to controls: 0 for no effect and ±100 for the full control effect
#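 TSHR-expressing cells were treated with compounds, then stimulated with TSH at EC80 (4nM final) for 2 hours at 37 deg C. Cellular cAMP was measured by HTRF competition between lysate cAMP and cAMP-d2 for a cryptate-labelled anti-cAMP antibody.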
# B2AR arrestin: qHTS assay of beta-arrestin-biased ligands of beta2-adrenergic receptor; beta-arrestin recruitment to beta2AR, cell-based reporter; Potency, µM (top dose mostly 46.1 µM), without a hit: at the top dose activation, most hits filed as activators; 330,000 compounds, 0.02% hits; AID 492947, 2010;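 also: potency is read from the fitted curve at half-maximal effect; 0% = DMSO controls and full agonism = EC100 isoproterenol or metaproterenol; nearly all actives have a fitted effect of over 65% in size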
# Mito fusion yeast: qHTS Assay for Small Molecule Inhibitors of Mitochondrial Division or Activators of Mitochondrial Fusion | S. cerevisiae fusion-defective mutant growth rescue, CellTiterGlo 48 h | Potency, µM (series often up to 46.1 µM), inactives show at the top dose growth rescue (activation), hits mostly activators | 320,000 compounds, 0.23% hits;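 also: potency is read from the fitted curve at half-maximal effect; % of control where 0% means no effect; nearly all actives have a fitted effect of over 45% in size; temperature-sensitive fusion mutants such as fzo1-1 at 37 °C on non-fermentable ethanol glycerol medium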
#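 Luminescent cell viability in 1536-well qHTS format served as the measure of rescued growth in ts fusion-mutant S. cerevisiae cultured on non-fermentable YPEG for 48 hours at 37C.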
# Eya2 phos inh: qHTS Assay for Inhibitors of the Phosphatase Activity of Eya2 | Protein phosphatase EYA2 (Homo sapiens), O00167 | recombinant Eya2, OMFP fluorescence dephosphorylation (OMFP is methylfluorescein phosphate) | Potency, µM (highest dose often 76.9 µM), without a hit: at the highest dose activity, negative = inhibition, usual class: inhibitors | 330,000 compounds, 0.006% hits; also: potency is read from the fitted curve at half-maximal effect; % is scaled to controls: 0 for no effect and ±100 for the full control effect
# Target sequence (O00167 whole entry, looked up): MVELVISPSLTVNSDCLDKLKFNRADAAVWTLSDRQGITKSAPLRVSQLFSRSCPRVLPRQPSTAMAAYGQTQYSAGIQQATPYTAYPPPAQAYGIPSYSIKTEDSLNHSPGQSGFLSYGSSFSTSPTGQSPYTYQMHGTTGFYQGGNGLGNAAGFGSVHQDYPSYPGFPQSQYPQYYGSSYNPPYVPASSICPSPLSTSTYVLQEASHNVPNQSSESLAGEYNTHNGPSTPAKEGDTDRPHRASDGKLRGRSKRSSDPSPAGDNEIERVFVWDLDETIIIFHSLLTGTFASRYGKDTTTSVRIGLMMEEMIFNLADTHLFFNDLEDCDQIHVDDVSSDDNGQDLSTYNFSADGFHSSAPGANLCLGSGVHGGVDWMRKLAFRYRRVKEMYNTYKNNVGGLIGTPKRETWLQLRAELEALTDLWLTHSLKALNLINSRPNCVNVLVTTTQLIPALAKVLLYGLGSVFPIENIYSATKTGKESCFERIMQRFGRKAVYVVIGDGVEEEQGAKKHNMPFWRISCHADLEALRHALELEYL
#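 Eya2 protein (added as 0.2 uM solution) was preincubated with compound for 10 min at ambient temperature in 50 mM HEPES pH 7.5, 50 mM NaCl, 5 uM MgCl2, 0.05% BSA, 1 mM DTT. OMFP (added at 50 uM) then reacted 10 min; fluorescence read at 485/525 nm.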
# Chronic BCR inh: qHTS Assay to Find Inhibitors of Chronic Active B-Cell Receptor Signaling; Potency, µM (highest dose often 46.1 µM), without a hit: top-dose ratio change, negative = lower green/red ratio, most hits filed as inhibitors; AID 493014, 2011; 340,000 compounds, 0.05% hits; ABC-DLBCL IkBa-CBG/CBR reporter, luminescence ratio, 4 h; active = well fitted inhibition curve with a large enough effect in the signal ratio, with a control signal flat, not every such curve was filed as active; inconclusive = small, poorly fitted or top-dose-only effect, or effect the other way, or a change in a side signal; the % refers to the signal ratio;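 also: potency is read from the fitted curve at half-maximal effect; plate controls were basal doxycycline-induced cells for no effect and cells given 10 µM MG132 for full effect; MG132 reads +100%, hits lower the ratio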
#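 Concentration-response series (up to 46 uM) were applied to TMD8 dual-reporter cells for 4 h at 37C with doxycycline. Green/red ratio, after filter-overlap correction, defined %Activity; red signal alone was normalised to basal cells and zero luminescence.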
# ELG1 DNA repair: qHTS screen for small molecules that inhibit ELG1-dependent DNA repair in human embryonic kidney (HEK293T) cells expressing luciferase-tagged ELG1 | HEK293T ELG1-luciferase reporter, luminescence, 16 h; DNA damage induced by 5-fluorouridine | Potency, µM (highest dose often 46.1 µM), for inactives: top-dose activity change, negative = inhibition, hits mostly inhibitors | 330,000 compounds, 2.3% hits | AID 504467, 2011; also: potency is read from the fitted curve at half-maximal effect; % is scaled to controls: 0 for no effect and ±100 for the full control effect; nearly all actives have a fitted effect of over 55% in size
#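 Luminescence from the luciferase reporter, measured 30 min after ONE-Glo reagent at room temperature, was the read-out. Beforehand, 2,000 cells per well were exposed for 16 hr at 37 °C to 5-fluorouridine together with compound or vehicle.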
# USP2a inh: qHTS Assay for Inhibitors of Ubiquitin-specific Protease USP2a Using CHOP2 as the Reporter | USP2 core, Ub-CHOP2 coupled fluorogenic reporter, 485/531 | Potency, µM (doses to about 38.3 µM), inactives show at the top dose activity change, negative = inhibition, most hits filed as inhibitors | 330,000 compounds, 0.01% hits | AID 463254, 2010;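 also: potency is read from the fitted curve at half-maximal effect; plate controls were DMSO wells for no effect and full inhibition by NEM control for full effect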
#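 USP2 core (10nM final) preincubated 30min RT with compound in 20mM Tris-HCl pH 8.0, 2mM CaCl2, 2mM beta-mercaptoethanol, 0.05% CHAPS; 25nM Ub-CHOP2 plus 25nM reporter substrate added, fluorescence (Ex485/Em531) read after 60min.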
# uPA generation: qHTS for Inhibitors of Cell Surface uPA Generation | Potency, µM (top dose mostly 38.3 µM), for inactives: top-dose activity change, negative = inhibition, usual class: inhibitors | 330,000 compounds, 0.31% hits | cell surface uPA generation assay, qHTS; active = well fitted inhibition curve with a large enough effect; inconclusive = small, poorly fitted or top-dose-only effect; inactive = no such curve, though single readings can be large or run the other way; tested in mouse RAW 264.7 cells; also: potency is read from the fitted curve at half-maximal effect; % is scaled to controls: 0 for no effect and ±100 for the full control effect; nearly all actives have a fitted effect of over 55% in size
# Tb PFK inh: qHTS Assay to Find Inhibitors of T. brucei phosphofructokinase; 330,000 compounds, 0.17% hits; T. brucei PFK, ADP-Glo luminescence; Potency, µM (doses to about 57.5 µM), inactives show top-dose activity, negative = inhibition, usual class: inhibitors; AID 485367, 2010; ATP-dependent 6-phosphofructokinase (Trypanosoma brucei brucei), O15648;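 also: potency is read from the fitted curve at half-maximal effect; 0% = uninhibited 1x PFK enzyme wells and -100% = no-enzyme wells; nearly all actives have a fitted effect of over 60% in size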
#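 Compounds were pin-transferred as a titration series up to 57 uM into substrate buffer (0.5 mM F6P, 0.1 mM ATP, pH 8.0), then 1.25 nM PFK was added and reactions ran 45 min before ADP-Glo detection.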
# TSG101-PTAP inh: qHTS Assay for Iinhibitors of HIV-1 Budding by Blocking the Interaction of PTAP/TSG101; Fluorescence polarization, FITC-PTAP peptide / Tsg101 binding; Potency, µM (series often up to 115 µM), inactives show top-dose activity change, negative = inhibition, usual class: inhibitors; 340,000 tested, under 10 active; active = well fitted inhibition curve with a large enough effect in the main read-out, with a control signal flat, not every such curve was filed as active; inconclusive = small, poorly fitted or top-dose-only effect, or effect the other way, or a change in a side signal; inactive = no such curve, though single readings can be large or run the other way; also: potency is read from the fitted curve at half-maximal effect; % of control where 0% means no effect
# Target sequence (Q99816 whole entry, looked up): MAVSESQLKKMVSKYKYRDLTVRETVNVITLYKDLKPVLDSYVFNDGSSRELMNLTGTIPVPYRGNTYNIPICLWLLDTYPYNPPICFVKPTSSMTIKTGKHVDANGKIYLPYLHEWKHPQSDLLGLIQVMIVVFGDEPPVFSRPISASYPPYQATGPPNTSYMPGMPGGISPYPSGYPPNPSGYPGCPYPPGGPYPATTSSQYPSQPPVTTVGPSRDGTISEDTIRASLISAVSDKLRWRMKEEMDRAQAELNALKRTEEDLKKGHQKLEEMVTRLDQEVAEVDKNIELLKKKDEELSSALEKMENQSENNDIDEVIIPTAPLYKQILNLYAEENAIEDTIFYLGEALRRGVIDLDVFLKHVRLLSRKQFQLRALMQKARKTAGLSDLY
#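 FP read-out: FITC-PTAP peptide, 50 nM final, binding Tsg101 binding domain, 10 uM final; 20 min, r.t.; 10 mM HEPES pH 7.5, 0.15 M NaCl, 0.01% Tween 20, 3 mM EDTA, 0.1 mM TCEP.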
# Numbers without * were called inactive; ? = inconclusive; nt = not tested or not shown; [ ] = another dose, or the depositor's remark. Unless noted, calls follow the shape of the dose curve; as a rule, active = well fitted curve in the direction sought with a large enough effect; inconclusive = small, poorly fitted or top-dose-only effect, or another doubt; inactive = no such curve, though single readings can be large; an effect the other way counts as inactive or inconclusive.
SMILES,TCR activator,TSHR antagonist,B2AR arrestin,Mito fusion yeast,Eya2 phos inh,Chronic BCR inh,ELG1 DNA repair,USP2a inh,uPA generation,Tb PFK inh,TSG101-PTAP inh
CC(C)c1nc(SCC(=O)N2CCOCC2)c2c(=O)n(C)c(=O)n(C)c2n1,-0.7%,-12.7,0.2%,-0.6%,2.5%,2.0%,-16.8%,3.8%,-6.5%,-1.3%,-6.4%
Cc1ccccc1CN1CCC(n2nccc2NC(=O)CCOc2ccccc2)CC1,-3.1%,3.3,-1.4%,0.8%,9.1%,-13.2%,?,-0.6%,?,-4.5%,0.1%
O=C(NCc1ccncc1)C(=O)NCc1ccncc1,3.7%,2.9,2.8%,1.2%,-7.4%,0.6%,-13.5%,-0.5%,-10.4%,0.4%,-2.0%
CCOC(=O)N1CCC(NCCNC(=O)c2ccc(F)c(F)c2)CC1,6.0%,4.7,-3.5%,-5.5%,18.3%,-2.6%,10.3%,-1.0%,10.0%,1.3%,nt
CCOC(=O)c1c(C)[nH]c(C)c1S(=O)(=O)N1CCN(C(=O)c2ccco2)CC1,1.6%,-6.1,-0.3%,2.3%,3.8%,-9.9%,18.7%,1.6%,12.3%,1.3%,-4.0%
CCCCC(=O)OCC(=O)Nc1ccc(C)c(F)c1,-5.3%,-5.5,0.0%,-6.4%,-9.7%,-8.5%,3.3%,3.0%,-2.2%,-1.9%,-1.7%
CCn1c(C)c(C)c2cc(C(=O)N3CCc4ccccc4C3)ccc21,9.1%,7.0,0.5%,23.4%,-10.3%,?,?,1.9%,?,-3.3%,-5.5%
CCOc1ccc(NC(=S)NC(C)c2cccs2)cc1 (stereo unspecified),1.5%[46.1 µM],8.2,-0.7%,3.8%,-3.1%,0.5%,-20.9%,-0.3%,3.9%,3.6%,-1.7%
O=C1c2ccccc2C(=O)N1OCc1ccc(Cl)cc1,3.5%,-10.2,0.1%,13.2%,-10.9%,11.7%,-4.1%,-0.7%,0.1%,-1.5%,-0.1%
O=C(NCC1CCCCC1)c1ccc(Cl)c(S(=O)(=O)N2CCOCC2)c1,nt,4.3,0.0%,13.1%,-0.3%,-5.2%,?,-0.1%,?,3.1%,0.0%
Nc1nc(-c2cccnc2)nn1C(=O)c1ccccc1Cl,-7.7%,-2.0,0.2%,-1.8%,11.0%,?,?,0.5%,-3.6%,1.9%,-2.0%
CC1=C(C(=O)NCCCOC(C)C)C2(CCC(C)CC2)OC1=O (stereo unspecified),-1.3%,-0.2,-0.3%,-1.7%,2.0%,-2.6%,8.8%,0.3%,-6.3%,3.8%,-2.8%
Cc1c(NC(=O)Nc2cccc(Cl)c2Cl)c(=O)n(-c2ccccc2)n1C,2.9%,-4.2,-0.2%,1.5%,14.0%,2.6%,1.1%,-2.5%,0.8%,-8.5%,-2.3%
COC(=O)c1ccc(C(=O)OC)c(NC(=O)COC(=O)C2CCCCC2)c1,0.3%,24.7,-0.3%,3.2%,4.8%,?,21.9%,3.6%,5.7%,-6.7%,-2.9%
Cc1cccc(NC(=S)N2CCC(c3nc4ccccc4o3)CC2)c1,-0.4%,-14.0,0.0%,3.6%,-6.0%,8.2%,-2.1%,1.7%,-0.7%,1.9%,-2.0%
Cc1ccc(C2=NC3(CCCC3)N=C2SCC(=O)Nc2ccc3c(c2)OCCO3)cc1,1.6%,-11.7,3.8%,?,-6.7%,?,?,-1.4%,-10.8%,-3.3%,0.4%
O=C(Cn1cc([N+](=O)[O-])cn1)N1CCN(c2ccccc2)CC1,nt,-8.0,-0.5%,-2.5%,-12.1%,-0.9%,-8.2%,1.6%,-1.4%,1.6%,-2.1%
CCOC(=O)CSc1nnc(NC(=O)c2cccc(S(=O)(=O)N3CCCC3)c2)s1,-10.0%,-19.9,0.1%,0.1%,5.6%,-0.2%,3.7%,3.0%,-3.7%,-3.6%,-0.5%
O=C(OCC(=O)N1CCc2ccccc21)c1ccccc1F,5.3%,3.8,-0.4%,-1.5%,-2.3%,-10.5%,17.3%,1.9%,0.7%,-3.6%,-6.2%
C=CCn1c(SCC(=O)Nc2ccc(C(=O)OCC)cc2)nnc1-c1cccs1,6.2%,3.0,-0.1%,0.3%,-5.7%,8.1%,?,1.8%,6.4%,0.2%,-3.2%
N/C(CC(=O)NC1CCCCC1)=N\OCC(=O)Nc1ccc(Cl)c(Cl)c1,-3.5%,-5.1,-1.1%,-0.3%,6.3%,?,1.8%,0.0%,2.1%,-8.5%,-2.5%
O=C(COC(=O)COc1ccccc1F)NCCc1ccc(F)cc1,nt,4.7,0.1%,0.1%,23.8%,?,7.7%,8.9%,-3.0%,-7.3%,-3.0%
CCOc1ccc(NS(=O)(=O)c2cc(C(=O)NCCCN3CCCC3=O)ccc2C)cc1,nt,6.9,-0.1%,2.3%,-1.6%,0.3%,-1.9%,0.3%,13.7%,-2.2%,-3.4%
CN(Cc1ccccc1)C(=O)c1ccc(NC(=O)Cc2cccc(NC(=O)C3CCCN(C(=O)C4CCCCC4)C3)c2)cc1 (stereo unspecified),5.0%,10.3,0.0%,2.8%,-4.4%,4.9%,14.6µM*,-2.7%,27.4%,-2.2%,nt
CCOC(=O)C1=C(C)OC(N)=C(C#N)C1C1CCCCC1 (stereo unspecified),2.5%,-9.7,0.7%,6.4%,-8.8%,-13.5%,-7.5%,-0.8%,-6.8%,-1.3%,-2.3%
COc1ccc(OC)c(C2=NOC(C(=O)NCc3ccccn3)C2)c1 (stereo unspecified),3.8%,0.4,0.2%,-0.2%,4.1%,-22.6%,-5.2%,2.7%,-1.1%,-0.6%,-1.2%
O=C(Oc1cccc(N2C(=O)CCC2=O)c1)C1CC(=O)N(c2ccc(F)cc2)C1 (stereo unspecified),-5.7%,5.6,-3.1%,-0.4%,-3.5%,-2.8%,-4.1%,1.1%,8.2%,-0.1%,1.4%
O=C(NN(CC(O)COc1ccccc1)CC(O)COc1ccccc1)c1ccccc1 (stereo unspecified),5.5%,2.9,-0.2%,7.1%,1.8%,4.6%,?,0.3%,1.4%,-7.8%,-3.0%
CCN(c1ccccc1)S(=O)(=O)c1cc2c3c(c1)CCN3C(=O)CC2,nt,nt,-0.9%,5.5%,0.2%,1.1%,5.9%,-0.5%,nt,-11.9%,nt
Cc1ccc(/C=C/C(=O)Nc2ccc(O)c3c(=O)cc(-c4ccccc4Cl)oc23)cc1,-5.0%,5.4,-1.3%,10.3%,0.0%,-11.2%,-10.7%,-2.8%,-4.9%,-3.2%,-3.0%
CC1=C(C(=O)Nc2cc(C)ccn2)C(c2cnn(C)c2)C2=C(CC(c3ccccc3)CC2=O)N1 (stereo unspecified),-4.1%[46.1 µM],5.2,0.4%,-3.4%,-6.0%,-0.1%,-0.7%,2.5%,7.7%,2.2%,-0.6%
Cc1cc(CO)nn1-c1ccc([N+](=O)[O-])cc1,-0.3%,4.5,1.0%,-4.1%,1.9%,-1.2%,9.5%,5.3%,5.0%,4.2%,-0.2%
O=C(CCCN1C(=O)c2cccc3cccc(c23)C1=O)Nc1nccs1,-9.4%,1.2,-0.3%,0.4%,-26.9%,14.7%,-2.0%,3.6%,0.8%,0.7%,-7.8%
CC(C)C[C@H](NC(=O)c1[nH]cnc1C(=O)N[C@@H](C)c1ccccc1)C(=O)OCc1ccccc1,-3.3%,5.6,0.2%,-33.1%[inhibitor],-9.5%,-4.7%,?,-11.9%,-11.1%,1.4%,-0.9%
CCNC(=O)NC(=O)CSc1ccc(S(=O)(=O)N2CCOCC2)cn1,6.1%,-12.8,-1.0%,nt,-18.3%,-1.2%,-2.0%,-1.2%,-17.2%,-7.1%,-3.6%
O=C(O)Cc1ccc(NCc2ccccc2Cl)cc1,nt,-16.8,0.0%,-9.9%,-0.6%,-10.6%,?,3.6%,1.3%,-2.2%,-8.1%
COc1ccc(OCC(=O)N2CCN(C(=O)c3cccc(F)c3)CC2)cc1,5.5%,5.9,0.0%,-3.8%,2.1%,16.4%,7.6%,0.6%,-1.0%,-0.5%,-2.0%

# Compound activity deposited in PubChem BioAssay by National Center for Advancing Translational Sciences (NCATS).
